PAD4 inh: human PAD4 inhibitors, primary screen, biochemical, fluorescence polarization, 1536-well format; Protein-arginine deiminase type-4 (Homo sapiens), Q9UM07; recombinant PAD4, RCA probe fluorescence polarization; inhibition, % at 6.36 µM; actives 0.41% (n = 330,000); AID 485272, 2010;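 active = percent inhibition above a cutoff equal to the mean of all tested compounds plus 3 SD, cut at about 15% in these data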;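 note: 0% = PAD4 with RCA probe and DMSO and 100% = probe without PAD4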
pPAFAH FP inh: pPAFAH enzyme inhibitors, primary screen, biochemical, fluorescence polarization, human | Platelet-activating factor acetylhydrolase (Homo sapiens), Q13093 | recombinant pPAFAH, FP-rhodamine probe fluorescence polarization | inhibition, % at 3.39 µM | actives 1.5% (n = 330,000) | AID 463082, 2010;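 active = inhibition above the mean inhibition across the screen plus 3 SD, cut at about 25% in these data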;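 note: inhibitors block binding of the rhodamine activity-based probe so polarization drops; 0% = enzyme with DMSO and 100% = wells lacking pPAFAH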
Target sequence (Q13093 whole entry, looked up): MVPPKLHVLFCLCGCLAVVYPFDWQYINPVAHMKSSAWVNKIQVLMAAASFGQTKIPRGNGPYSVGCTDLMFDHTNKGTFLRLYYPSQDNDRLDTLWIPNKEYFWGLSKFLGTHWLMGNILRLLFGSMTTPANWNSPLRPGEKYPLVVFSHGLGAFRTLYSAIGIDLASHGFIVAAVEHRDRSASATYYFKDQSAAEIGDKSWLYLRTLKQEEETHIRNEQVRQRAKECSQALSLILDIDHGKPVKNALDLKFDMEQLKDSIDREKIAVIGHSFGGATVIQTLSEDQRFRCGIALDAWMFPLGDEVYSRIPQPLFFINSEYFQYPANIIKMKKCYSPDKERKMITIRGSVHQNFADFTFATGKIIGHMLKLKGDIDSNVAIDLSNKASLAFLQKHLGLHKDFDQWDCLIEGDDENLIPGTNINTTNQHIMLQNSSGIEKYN
Fam108B inh: mouse Fam108B serine hydrolase inhibitors, primary screen, counter-screen for RBBP9 inhibitor project, biochemical, fluorescence polarization. inhibition, % at 9.51 µM. recombinant Fam108B, FP-Rh probe fluorescence polarization. actives 0.33% (n = 300,000);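 active = inhibition above the screen mean inhibition plus 3 SD, computed separately per campaign, cut at about 18% in these data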;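 note: inhibitors lower polarization as less probe binds the enzyme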
GSTO1 inh: inhibitors of recombinant GSTO1, primary screen, counter-screen for RBBP9 inhibitor project, biochemical, fluorescence polarization; Glutathione S-transferase omega-1 (Homo sapiens), P78417; activity-based probe fluorescence polarization; inhibition, % at 5.96 µM; actives 1.1% (n = 300,000); AID 1974, 2009;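 active = inhibition above the campaign mean inhibition plus 3 SD, cut at about 35% in these data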;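 note: 0% = GSTO1-1 with DMSO and 100% = wells lacking GSTO1-1 enzyme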
PAFAH2 inh: PAFAH2 enzyme inhibitors, primary screen, biochemical, fluorescence polarization, human; AID 492956, 2010; inhibition, % at 3.39 µM; Platelet-activating factor acetylhydrolase 2, cytoplasmic (Homo sapiens), Q99487; recombinant PAFAH2, FP-rhodamine activity probe; actives 0.99% (n = 340,000);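 active = inhibition above the mean over all tested compounds plus 3 SD, cut at about 30% in these data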;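 note: inhibitors block probe labeling of enzyme so polarization drops; 0% = enzyme with DMSO and 100% = wells lacking PAFAH2 protein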
PAFAH1B3 FP inh: PAFAH1B3 enzyme inhibitors, primary screen, biochemical, fluorescence polarization, human | recombinant PAFAH1B3, FP-rhodamine probe | inhibition, % at 3.39 µM | actives 0.28% (n = 340,000);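 active = inhibition above the screen-wide average of all tested compounds plus 3 SD, cut at about 25% in these data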;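 note: 0% = enzyme with DMSO only and 100% = wells lacking PAFAH1B3 protein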
LYPLA1 counter: LYPLA1 inhibitors, primary screen, counter-screen for PME1 inhibitor project, biochemical, fluorescence polarization, FP-Rh probe ABPP. Acyl-protein thioesterase 1 (Homo sapiens), O75608. recombinant LYPLA1. inhibition, % at 5.9 µM. actives 0.16% (n = 320,000). AID 2174, 2009;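 active = inhibition above the mean of all tested compounds plus 3 SD, set per campaign, cut at about 14% in these data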;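 note: inhibitors block serine hydrolase probe labeling of LYPLA1 so polarization falls; 0% = enzyme with DMSO and 100% = wells lacking LYPLA1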
Target sequence (O75608 whole entry, looked up): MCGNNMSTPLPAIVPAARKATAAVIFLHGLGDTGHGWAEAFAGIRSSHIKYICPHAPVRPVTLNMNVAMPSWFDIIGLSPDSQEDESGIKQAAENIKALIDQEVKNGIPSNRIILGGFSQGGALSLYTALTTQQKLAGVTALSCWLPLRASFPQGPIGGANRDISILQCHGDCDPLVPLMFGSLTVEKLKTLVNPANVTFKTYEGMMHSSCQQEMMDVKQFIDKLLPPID
PAFAH1B2 inh: PAFAH1B2 enzyme inhibitors, primary screen, biochemical, fluorescence polarization, human. Platelet-activating factor acetylhydrolase IB subunit alpha2 (Homo sapiens), P68402. recombinant PAFAH1B2, FP-rhodamine activity probe. inhibition, % at 3.39 µM. actives 1.2% (n = 340,000). AID 492953, 2010;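 active = inhibition above the mean of all tested compounds plus 3 SD, cut at about 24% in these data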;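 note: 0% = enzyme with DMSO and 100% = wells lacking PAFAH1B2; many of its hits are not listed in these tables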
PME-1 inh: PME-1 inhibitors via competitive probe labeling, primary screen, biochemical, fluorescence polarization, FP-Rh probe, HTS. Protein phosphatase methylesterase 1 (Homo sapiens), Q9Y570. recombinant PME-1. inhibition, % at 5.9 µM. actives 0.53% (n = 320,000). AID 2130, 2009;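 active = inhibition above the campaign mean of all compounds plus 3 SD, cut at about 26% in these data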;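 note: competitive labeling of PME-1 active site by serine hydrolase directed probe; 0% = PME-1 with DMSO and 100% = wells lacking PME-1 enzyme; inhibitors block probe labeling so polarization falls and inhibition rises; many of its hits are not listed in these tables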
* marks the source's active call; other numbers are inactive results; · = no result given. An excerpt; count on the stated rates, not on these rows.

Key to letters – A = PAD4 inh; B = pPAFAH FP inh; C = Fam108B inh; D = GSTO1 inh; E = PAFAH2 inh; F = PAFAH1B3 FP inh; G = LYPLA1 counter; H = PAFAH1B2 inh; I = PME-1 inh
Cc1ccc(NC(=O)CCC(=O)NNC(=S)Nc2ccc(F)cc2)c(C)c1
  A: -3	B: 6	C: 3	D: 3	E: 1	F: 8	G: -3	H: 3	I: -10
CCN(CC)c1ccc(S(=O)(=O)N2CCOCC2)cc1NC(=O)CN1C(=O)NC2(CCC(C)CC2)C1=O (centres undefined)
  A: 1	B: 1	C: 1	D: 2	E: -1	F: 4	G: 2	H: 5	I: 4
CCOC(=O)N1CCN(c2c(NCCCN(C)c3ccccc3)c(=O)c2=O)CC1
  A: 1	B: 9	C: 0	D: 8	E: 3	F: 6	G: 1	H: 0	I: 9
CC(C)COC(=O)Nc1nnc(SCCOc2ccccc2)s1
  A: 0	B: 3	C: 0	D: -9	E: -2	F: -5	G: 2	H: 1	I: -5
Cc1onc(-c2ccccc2Cl)c1C(=O)Oc1cccc2cccnc12
  A: -3	B: 4	C: 2	D: 19	E: 5	F: 6	G: 1	H: 9	I: 6
Cc1ccccc1NC(=O)C1CCCN(S(=O)(=O)c2ccc3c(c2)C(C)(C)C(=O)N3C)C1 (centres undefined)
  A: 1	B: 6	C: 2	D: -4	E: 10	F: 9	G: -4	H: -4	I: 0
Cc1c2cnn(-c3ccccc3)c(=O)c2c(C)n1CCCC(=O)N1CCN(C)CC1
  A: -1	B: 2	C: -1	D: 0	E: -4	F: 1	G: 6	H: 8	I: 0
CCC[n+]1c(C)sc2c3c(ccc21)CCCC3
  A: -12	B: 3	C: -3	D: 1	E: 3	F: 5	G: -5	H: 0	I: -8
O=C(COC(=O)c1ccc(NS(=O)(=O)c2cccs2)cc1)NCC1CCCO1 (centres undefined)
  A: 1	B: 8	C: 4	D: 2	E: 22	F: 3	G: -2	H: 1	I: -5
O=C(O)CCC(=O)N1CCc2cc(S(=O)(=O)N3CCN(c4ccc(F)cc4)CC3)ccc21
  A: 2	B: 3	C: 1	D: 2	E: 0	F: 8	G: 4	H: -1	I: -3

One compound at a time, as listed above. Order of screens: PAD4 inh | pPAFAH FP inh | Fam108B inh | GSTO1 inh | PAFAH2 inh | PAFAH1B3 FP inh | LYPLA1 counter | PAFAH1B2 inh | PME-1 inh
Cc1onc(-c2ccccc2Cl)c1C(=O)Oc1cccc2cccnc12 as listed: -3 | 4 | 2 | 19 | 5 | 6 | 1 | 9 | 6
Cc1ccccc1NC(=O)C1CCCN(S(=O)(=O)c2ccc3c(c2)C(C)(C)C(=O)N3C)C1 (centres undefined) as listed: 1 | 6 | 2 | -4 | 10 | 9 | -4 | -4 | 0

As a short view, part of the list above.
Key to letters – A = PAD4 inh; B = pPAFAH FP inh; C = Fam108B inh; D = GSTO1 inh; E = PAFAH2 inh; F = PAFAH1B3 FP inh; G = LYPLA1 counter; H = PAFAH1B2 inh; I = PME-1 inh
CCC[n+]1c(C)sc2c3c(ccc21)CCCC3
  A: -12	B: 3	C: -3	D: 1	E: 3	F: 5	G: -5	H: 0	I: -8
O=C(COC(=O)c1ccc(NS(=O)(=O)c2cccs2)cc1)NCC1CCCO1 (centres undefined)
  A: 1	B: 8	C: 4	D: 2	E: 22	F: 3	G: -2	H: 1	I: -5
O=C(O)CCC(=O)N1CCc2cc(S(=O)(=O)N3CCN(c4ccc(F)cc4)CC3)ccc21
  A: 2	B: 3	C: 1	D: 2	E: 0	F: 8	G: 4	H: -1	I: -3

Later entries:
Key to letters – A = PAD4 inh; B = pPAFAH FP inh; C = Fam108B inh; D = GSTO1 inh; E = PAFAH2 inh; F = PAFAH1B3 FP inh; G = LYPLA1 counter; H = PAFAH1B2 inh; I = PME-1 inh
CCOC(=O)C(Cc1ccccc1)NC(=O)CCC(=O)c1ccc(OC)cc1 (centres undefined)
  A: 4	B: 2	C: 2	D: -1	E: -4	F: 0	G: -5	H: 7	I: -5
CC(C)(C)OC(=O)N1CCC(c2c(C(=O)NC3CC3)cnn2-c2ccccc2)CC1
  A: -5	B: -1	C: -5	D: 0	E: -3	F: 5	G: 1	H: -1	I: 3
O=C(COC(=O)c1cc(-c2cccs2)nn1-c1ccccc1)Nc1ccc(Cl)c([N+](=O)[O-])c1
  A: 1	B: 10	C: -11	D: -12	E: 7	F: -39	G: -23	H: -29	I: -28
COCCCn1c(SCC(=O)Nc2oc(C)c3c(C)n[nH]c(=O)c23)nc2sc3c(c2c1=O)CCC3
  A: -1	B: 0	C: 2	D: 0	E: -2	F: 6	G: -4	H: 1	I: 9
COc1cc(/C=N/Nc2nc(C)cc(C)n2)cc(OC)c1OC
  A: 3	B: -3	C: -4	D: 6	E: -5	F: -5	G: -2	H: 4	I: -4
C=CCn1c(SCC(=O)Nc2ccc(-c3nc4ccc(C)cc4s3)cc2)nnc1-c1ccccc1
  A: 0	B: 17	C: -6	D: 1	E: 1	F: -2	G: -2	H: -3	I: -11
CC(C)(C)OCC(NC(=O)C(CC(N)=O)NC(=O)OC(C)(C)C)C(=O)OC(C)(C)C (centres undefined)
  A: 1	B: 6	C: 3	D: -7	E: 0	F: 10	G: -4	H: -2	I: -2
CCN(c1ccccc1)S(=O)(=O)c1ccc2[nH]c(=O)[nH]c2c1
  A: -3	B: -2	C: -1	D: -22	E: 8	F: 5	G: -8	H: 12	I: -4
CCN(c1ccccc1)S(=O)(=O)c1cc(NC(=O)Nc2ccccc2C#N)ccc1Cl
  A: -3	B: -7	C: 6	D: -10	E: 6	F: -2	G: -4	H: 1	I: -1
CC1CCN(c2c(NCc3ccc(C(=O)N4c5ccccc5CC4C)cc3)c(=O)c2=O)CC1 (centres undefined)
  A: -1	B: 19	C: 2	D: -3	E: 11	F: 7	G: 13	H: 7	I: -1

The closing 2 compounds of the part above come first, to join the parts:
Key to letters – A = PAD4 inh; B = pPAFAH FP inh; C = Fam108B inh; D = GSTO1 inh; E = PAFAH2 inh; F = PAFAH1B3 FP inh; G = LYPLA1 counter; H = PAFAH1B2 inh; I = PME-1 inh
CCN(c1ccccc1)S(=O)(=O)c1cc(NC(=O)Nc2ccccc2C#N)ccc1Cl
  A: -3	B: -7	C: 6	D: -10	E: 6	F: -2	G: -4	H: 1	I: -1
CC1CCN(c2c(NCc3ccc(C(=O)N4c5ccccc5CC4C)cc3)c(=O)c2=O)CC1 (centres undefined)
  A: -1	B: 19	C: 2	D: -3	E: 11	F: 7	G: 13	H: 7	I: -1
O=C(CSc1nc2ccccc2c(=O)[nH]1)Nc1ccc(N2CCOCC2)c(Cl)c1
  A: -4	B: 10	C: 2	D: 3	E: 6	F: 4	G: 0	H: 0	I: -5
COc1ccc(/C=C2\SC(=O)N(CC(=O)NCCCn3ccnc3)C2=O)cc1
  A: -1	B: 0	C: 2	D: 6	E: -2	F: 4	G: 0	H: 1	I: 2
CN(CC1COc2ccccc2O1)C(=O)Cn1cc(C(F)(F)F)ccc1=O (centres undefined)
  A: -4	B: 4	C: ·	D: ·	E: 0	F: 8	G: ·	H: -5	I: ·
CCCCC1CC1C(=O)Nc1ncc2c(n1)CC(C)(C)CC2=O (centres undefined)
  A: -6	B: 2	C: 0	D: -21	E: 7	F: -1	G: -3	H: 5	I: 3

High-throughput results: PubChem, The Scripps Research Institute Molecular Screening Center
